EZH2 inh: inhibitors of human EZH2/PRC2 methyltransferase; Q15910; PRC2 H3K27 methylation, DELFIA TRF, 1 h; inhibition, % at 12.5 µM; 57,000 compounds, 0.35% hits; AID 651548;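 active = mean inhibition of replicates at least 50% and every single replicate also reaching 50%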;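 also: dimethyl H3K27 on biotinylated H3 21-44 peptide detected by antibody; plate controls were median neutral control wells for no effect and median positive control wells for full effect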
Target sequence (Q15910 whole entry, looked up): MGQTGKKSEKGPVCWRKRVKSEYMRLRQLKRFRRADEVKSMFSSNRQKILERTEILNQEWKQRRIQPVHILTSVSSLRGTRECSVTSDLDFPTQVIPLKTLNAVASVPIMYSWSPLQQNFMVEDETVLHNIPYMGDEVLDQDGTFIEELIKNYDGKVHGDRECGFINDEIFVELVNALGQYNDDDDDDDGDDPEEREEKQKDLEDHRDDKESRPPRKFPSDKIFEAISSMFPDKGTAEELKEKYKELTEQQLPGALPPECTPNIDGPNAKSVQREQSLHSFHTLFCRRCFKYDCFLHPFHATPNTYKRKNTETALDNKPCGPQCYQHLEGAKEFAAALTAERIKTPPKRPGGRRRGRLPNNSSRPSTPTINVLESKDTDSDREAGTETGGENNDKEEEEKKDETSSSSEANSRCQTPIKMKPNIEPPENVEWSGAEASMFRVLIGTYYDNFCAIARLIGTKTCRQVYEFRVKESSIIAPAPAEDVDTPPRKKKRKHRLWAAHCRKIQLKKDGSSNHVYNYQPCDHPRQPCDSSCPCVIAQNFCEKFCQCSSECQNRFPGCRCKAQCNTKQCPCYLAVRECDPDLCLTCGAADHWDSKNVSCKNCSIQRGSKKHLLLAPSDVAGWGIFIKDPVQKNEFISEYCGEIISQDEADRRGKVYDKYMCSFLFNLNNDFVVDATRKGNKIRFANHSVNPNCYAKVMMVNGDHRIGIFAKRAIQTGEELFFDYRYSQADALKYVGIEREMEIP
IDH1 mut inh: IDH1 R132H (human) inhibition; 70,000 compounds, 0.18% hits; IDH1 R132H reductase, diaphorase/resazurin fluorescence, 60 min; inhibition, % at 10 µM; O75874; AID 624101; in the data active = inhibition above about 34%;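 also: 0% = DMSO and 100% = no enzyme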
* marks the source's active call; other numbers are inactive results; nt = not tested or not shown. A portion of the library; count on the stated rates, not on these rows.

SMILES,EZH2 inh,IDH1 mut inh
Cc1noc(C)c1S(=O)(=O)Nc1ccc2c(c1)C(=O)N([C@@H](C)CO)C[C@H](C)[C@H](CN(C)C(=O)CCC(F)(F)F)OCCCC[C@H](C)O2,nt,2.9
C[C@H](CO)N1C[C@H](C)[C@@H](CN(C)Cc2ccncc2)Oc2ccc(NC(=O)Nc3ccc(F)cc3)cc2C1=O,-3.1,5.1
COCC(=O)N(C)C[C@H]1Oc2cc(-c3cccc(F)c3)ccc2S(=O)(=O)N([C@H](C)CO)C[C@@H]1C,8.6,-2.5
Cc1ccccc1NC(=O)CC(C(=O)O)N1CCOCC1 (stereo not drawn),-5.4,-0.4
CO[C@H]1CN(C)C(=O)c2cc(NC(=O)c3cnccn3)ccc2OC[C@H](C)N(C)C[C@H]1C,-4.9,0.2
CNC[C@H]1Oc2ccc(NC(=O)Nc3ccc4c(c3)OCO4)cc2C(=O)N([C@H](C)CO)C[C@@H]1C,7.0,2.0
O=C(N/N=C/c1cc(Br)cc(Br)c1O)c1ccccn1,-48.9,nt
CCCNC(=O)Nc1ccc2c(c1)C(=O)N(C)C[C@H](OC)[C@@H](C)CN(Cc1cccnc1)[C@@H](C)CO2,1.6,0.0
CCCC(=O)Nc1ccc2c(c1)C(=O)N(C)C[C@@H](OC)[C@@H](C)CN(C(=O)c1cnccn1)[C@@H](C)CO2,-3.8,-0.5
COc1ccc(S(=O)(=O)Nc2c(C)nc3nc[nH]n3c2=O)cc1,1.3,0.6
C=CCn1c2ccccc2c2nnc(SCc3ccc([N+](=O)[O-])cc3)nc21,nt,0.5
CO[C@H]1CN(C)C(=O)c2ccc(NC(=O)c3ccc(F)cc3)cc2OC[C@@H](C)N(C)C[C@H]1C,5.6,0.0
Cc1ccc(S(=O)(=O)Nc2ccc3c(c2)C(=O)N([C@@H](C)CO)C[C@H](C)[C@@H](CN(C)S(=O)(=O)c2ccc(C)cc2)O3)cc1,nt,0.8
COc1ccc(CN(C)C[C@@H]2Oc3c(NS(=O)(=O)c4cccs4)cccc3C(=O)N([C@@H](C)CO)C[C@@H]2C)cc1,nt,-0.9
CC(=O)N[C@H]1CC[C@H](CC(=O)NCC2CCCCC2)O[C@@H]1CO,13.9,0.6
C[C@H](CO)N1C[C@H](C)[C@H](CN(C)C(=O)CN(C)C)Oc2cc(C#C[C@@H](C)O)ccc2S1(=O)=O,13.2,0.3
O=C(O)CCc1nc2c3c4c(sc3ncn2n1)CCCC4,-15.2,0.1
CCOc1cccc(/C=N/NC(=O)CCCCCC(=O)Nc2ccccc2O)c1OCC,23.6,-0.1
O=C(C[C@@H]1C[C@H]2c3cc(NC(=O)Nc4ccccc4)ccc3O[C@H]2[C@@H](CO)O1)NC1CCCCC1,10.5,-0.5
O=C(CN1CCOCC1)NCC[C@@H]1CC[C@H](NC(=O)Nc2ccccc2)[C@H](CO)O1,6.1,0.4
COc1ccccc1CNC(=O)C[C@H]1C=C[C@@H](NC(C)=O)[C@H](CO)O1,-1.6,0.0
C[C@@H]1CN([C@@H](C)CO)C(=O)Cc2cc(NC(=O)Nc3ccc(C(F)(F)F)cc3)ccc2O[C@H]1CN(C)Cc1ccc(C(=O)O)cc1,nt,0.2
COc1ccc(S(=O)(=O)Nc2ccc3c(c2)C(=O)N([C@@H](C)CO)C[C@H](C)[C@@H](CN(C)Cc2ccc(Cl)c(Cl)c2)O3)cc1,nt,1.8
C/C=C/c1ccc2c(c1)O[C@@H](CN(C)Cc1ccc(F)cc1)[C@H](C)CN([C@H](C)CO)S2(=O)=O,42.8,0.1
O=C(Nc1ccccc1C(=O)NCCN1CCOCC1)c1ccco1,-1.7,0.2
Cc1ccc(-c2ccc3c(c2)O[C@@H](CN(C)Cc2cncnc2)[C@@H](C)CN([C@H](C)CO)S3(=O)=O)cc1,8.1,2.2
C[C@@H]1CN([C@@H](C)CO)C(=O)c2cc(NC(=O)CCCCCC(=O)Nc3ccccc3N)ccc2O[C@H]1CN(C)C(=O)NC1CCCCC1,4.6,-0.4
COc1ccc(NC(=O)Nc2ccc3c(c2)CC(=O)N([C@H](C)CO)C[C@@H](C)[C@H](CN(C)C(=O)Nc2c(C)noc2C)O3)cc1,nt,-0.1
CCCN(C)C[C@H]1Oc2cc(C#CC3CCCC3)ccc2S(=O)(=O)N([C@H](C)CO)C[C@H]1C,nt,0.2
COc1ccc(Cc2nnc(SCc3nc4ccccc4c(=O)[nH]3)o2)cc1,1.3,-0.2

Whole records, looked up by structure. Screens in order: EZH2 inh	IDH1 mut inh
COc1ccc(S(=O)(=O)Nc2ccc3c(c2)C(=O)N([C@@H](C)CO)C[C@H](C)[C@@H](CN(C)Cc2ccc(Cl)c(Cl)c2)O3)cc1 as listed: nt	1.8
O=C(N/N=C/c1cc(Br)cc(Br)c1O)c1ccccn1 as listed: -48.9	nt
CCCNC(=O)Nc1ccc2c(c1)C(=O)N(C)C[C@H](OC)[C@@H](C)CN(Cc1cccnc1)[C@@H](C)CO2 as listed: 1.6	0.0
C=CCn1c2ccccc2c2nnc(SCc3ccc([N+](=O)[O-])cc3)nc21 as listed: nt	0.5

Going on with the list:
SMILES,EZH2 inh,IDH1 mut inh
COC(=O)c1cc(OC)c(OC)cc1NC(=O)COc1ccccc1,-9.3,-0.3
C[C@@H]1CCCCO[C@H](CN(C)C(=O)Nc2ccc(F)cc2)[C@H](C)CN([C@H](C)CO)C(=O)c2cc(NS(=O)(=O)c3ccc(Cl)cc3)ccc2O1,nt,1.6
CO[C@@H]1CN(C)C(=O)c2ccc(NS(=O)(=O)c3cccc(F)c3)cc2OC[C@@H](C)N(Cc2cc(F)ccc2F)C[C@H]1C,38.4,0.1
Cc1noc(C)c1NC(=O)N(C)C[C@@H]1Oc2cc(C#CCN(C)C)ccc2S(=O)(=O)N([C@@H](C)CO)C[C@H]1C,1.8,-0.3
C[C@@H]1CN([C@@H](C)CO)C(=O)c2cccc(NC(=O)NC3CCCCC3)c2O[C@@H]1CN(C)C(=O)Nc1ccc(C(F)(F)F)cc1,0.7,2.6
O=C(N[C@H]1CC[C@@H](CCn2cc(-c3ccccn3)nn2)O[C@@H]1CO)c1cccnc1,3.1,-0.3
O=C(Cc1ccccc1)OC(C(=O)NCc1ccccc1)c1ccco1 (stereo not drawn),27.1,nt
Cc1c(Cl)cccc1NC(=O)CN(c1ccc2c(c1)OCCO2)S(C)(=O)=O,-2.8,-0.3
Cc1ccccc1-c1ccc2c(c1)O[C@@H](CN(C)C(=O)Nc1ccc(C(F)(F)F)cc1)[C@H](C)CN([C@H](C)CO)S2(=O)=O,-44.0,-0.8
Cc1noc(C)c1S(=O)(=O)N(C)C[C@H]1Oc2c(NC(=O)c3cnccn3)cccc2C(=O)N([C@H](C)CO)C[C@H]1C,nt,0.4
CCC(=O)Nc1ccc2c(c1)C(=O)N(C)C[C@@H](OC)[C@@H](C)CN(Cc1cncnc1)[C@H](C)CO2,11.6,0.1
CO[C@H]1CN(C)C(=O)c2cc(NS(C)(=O)=O)ccc2OC[C@H](C)N(C(=O)CN(C)C)C[C@@H]1C,11.4,0.2
CCCN1C[C@@H](C)[C@@H](OC)CN(C)C(=O)c2cc(NC(=O)CC)ccc2OC[C@H]1C,19.5,-0.1
Cc1cc(O)cc(Oc2cc(C)cc(O)c2O)c1,nt,55.8*
COc1ccc(NC(=O)CSc2nc(O)cc(=O)n2-c2ccccc2)cc1,-8.2,0.0
COc1ccc(OC)c(S(=O)(=O)Nc2cccnc2)c1,10.4,-0.5
COc1ccc(C)cc1NC(=O)CN(c1cc(Cl)c(Cl)cc1Cl)S(C)(=O)=O,6.7,0.0
C[C@@H]1CN([C@@H](C)CO)S(=O)(=O)c2ccc(C#CC3CC3)cc2O[C@H]1CN(C)Cc1ccccc1F,25.8,0.0
CC(=O)N(C)C[C@H]1Oc2ncc(-c3ccc(F)cc3)cc2C(=O)N([C@@H](C)CO)C[C@H]1C,-2.4,0.4
COc1ccc(C(=O)Nc2ccc3c(c2)C(=O)N(C)C[C@H](OC)[C@H](C)CN[C@H](C)CO3)cc1,-0.5,0.2
C[C@@H]1CCCCO[C@H](CN(C)C(=O)Nc2ccc(C(F)(F)F)cc2)[C@H](C)CN([C@@H](C)CO)C(=O)c2cc(NC(=O)Nc3ccccc3)ccc2O1,nt,0.1
COc1ccc(NC(=O)N(C)C[C@H]2Oc3cc(-c4cccc(C(=O)N(C)C)c4)ccc3S(=O)(=O)N([C@H](C)CO)C[C@H]2C)cc1,-0.4,0.3
C[C@@H]1CN([C@@H](C)CO)C(=O)c2cc(NC(=O)Nc3ccccc3)ccc2O[C@@H]1CN(C)S(C)(=O)=O,2.1,nt
CN(C)CC(=O)Nc1ccc2c(c1)[C@@H]1C[C@H](CC(=O)NCC3CC3)O[C@H](CO)[C@@H]1O2,-7.8,-0.3
C[C@H](CO)N1C[C@H](C)[C@H](CN(C)S(=O)(=O)c2ccc(F)cc2)Oc2ccc(NC(=O)Cc3ccccc3)cc2CC1=O,-12.2,6.2
COc1ccc(NC(=O)Nc2ccc3c(c2)[C@H]2C[C@H](CC(=O)N4CCc5ccccc5C4)O[C@@H](CO)[C@H]2O3)cc1,-13.2,0.0
CC(C)NC(=O)N(C)C[C@H]1Oc2ncc(C#CC3CCCCC3)cc2C(=O)N([C@@H](C)CO)C[C@@H]1C,-14.3,nt
COc1ccc(NC(=O)Nc2ccc3c(c2)CC(=O)N([C@@H](C)CO)C[C@H](C)[C@@H](CN(C)Cc2ccncc2)O3)cc1,nt,12.0
C[C@H]1CN([C@@H](C)CO)C(=O)CCCn2cc(nn2)CO[C@@H]1CN(C)S(=O)(=O)c1ccc(Oc2ccccc2)cc1,-6.1,0.9
CO[C@H]1CN(C)C(=O)c2ccc(NS(C)(=O)=O)cc2OC[C@H](C)N(C(=O)C2CCOCC2)C[C@H]1C,3.5,-0.5
COCC(=O)N1C[C@H](C)[C@H](OC)CN(C)C(=O)c2ccc(NC(=O)c3cc(C)on3)cc2OC[C@H]1C,-7.1,0.1
C[C@@H]1CN([C@H](C)CO)C(=O)Cc2cc(NS(C)(=O)=O)ccc2O[C@H]1CN(C)Cc1ccc2c(c1)OCO2,3.2,0.3
CCCN(C)C[C@H]1OCCCC[C@@H](C)Oc2ccc(NS(=O)(=O)c3c(C)noc3C)cc2C(=O)N([C@@H](C)CO)C[C@H]1C,nt,-0.3
CC(C)NC(=O)N(C)C[C@@H]1Oc2ccc(NS(=O)(=O)c3ccc(F)cc3)cc2C(=O)N([C@@H](C)CO)C[C@@H]1C,-3.1,3.5
CC(=O)N[C@@H]1C=C[C@@H](CC(=O)NCc2ccc(Cl)cc2)O[C@H]1CO,0.6,0.6
CC(=O)N(C)C[C@H]1Oc2cc(C#CCN(C)C)ccc2S(=O)(=O)N([C@H](C)CO)C[C@@H]1C,-0.3,2.1
Cc1noc(C)c1S(=O)(=O)Nc1cccc2c1O[C@@H](CN(C)Cc1ccc3c(c1)OCO3)[C@@H](C)CN([C@@H](C)CO)C2=O,nt,-0.3
Cc1noc(C)c1S(=O)(=O)Nc1cccc2c1O[C@H](CN(C)Cc1ccc(Oc3ccccc3)cc1)[C@H](C)CN([C@@H](C)CO)C2=O,nt,2.7
C[C@H](CO)N1C[C@H](C)[C@@H](CN(C)C(=O)c2ccccc2)OCCCC[C@H](C)Oc2ccc(NS(C)(=O)=O)cc2C1=O,20.4,1.9
COc1ccc(CNC(=O)C[C@@H]2CC[C@H](NC(=O)Nc3ccc4c(c3)OCO4)[C@@H](CO)O2)cc1,9.2,-0.3
CCC(=O)N(C)C[C@H]1Oc2cc(C#Cc3ccncc3)ccc2S(=O)(=O)N([C@@H](C)CO)C[C@H]1C,-0.5,0.3
C[C@@H]1CN([C@@H](C)CO)S(=O)(=O)c2ccc(C3=CCCCC3)cc2O[C@H]1CN(C)C(=O)C1CCC1,-7.0,nt
CO[C@H]1CN(C)C(=O)c2cc(NC(=O)c3cccc(F)c3)ccc2OC[C@H](C)N(C(C)=O)C[C@H]1C,11.3,0.1
CCC(=O)Nc1ccc2c(c1)C(=O)N(C)C[C@H](OC)[C@@H](C)CN(C(=O)CC)[C@H](C)CO2,0.3,0.2
C[C@@H]1CCCCO[C@H](CN(C)C)[C@@H](C)CN([C@H](C)CO)C(=O)c2cc(NC(=O)CCCN(C)C)ccc2O1,-17.0,0.7
C[C@H](CO)N1C[C@H](C)[C@H](CN(C)Cc2ccncc2)Oc2ccc(NC(=O)CCN3CCOCC3)cc2CC1=O,4.7,2.3
C[C@@H](NC(=O)C[C@@H]1C[C@H]2c3cc(NC(=O)c4ccc5c(c4)OCO5)ccc3O[C@H]2[C@@H](CO)O1)c1ccccc1,5.3,-0.4
C[C@@H]1CN([C@@H](C)CO)C(=O)c2cc(NC(=O)CCN3CCOCC3)ccc2O[C@H]1CN(C)C(=O)Nc1ccc2c(c1)OCO2,nt,2.0
O=C(CN1C(=O)c2ccccc2S1(=O)=O)Nc1ccc(F)c(F)c1,-1.2,-0.1
Cc1cc(C)cc(N2C(=O)CC(SCC(=O)Nc3ccc(Br)cc3)C2=O)c1 (stereo not drawn),25.9,0.1
CC[C@H](C)C(=O)O[C@H]1C[C@@H](C)C=C2C=C[C@H](C)[C@H](CC[C@@H]3C[C@@H](O)CC(=O)O3)[C@H]21,nt,2.1
Cc1ccc(NC(=O)c2ccc(NCc3ccco3)c([N+](=O)[O-])c2)cc1Cl,3.6,0.2
CC(=O)Nc1cccc(OC(=O)c2ccoc2C)c1,-2.6,-2.0
CNC[C@H]1Oc2c(NC(=O)C3CCOCC3)cccc2C(=O)N([C@@H](C)CO)C[C@H]1C,10.6,-0.1

Screening results deposited in PubChem BioAssay by Broad Institute.
